Assay outcomes as filed in PubChem.
hiPSC survival: increases survival of single human iPS cells; hiPSC single-cell survival, ATPlite luminescence; 100% = ROCK inhibitor wells, 0% = DMSO; survival enhancement, % at 20 µM; hit rate 0.044% among 360,000; in the data active = survival enhancement above about 18%;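 note: cells exposed to compounds for 16 hours before the ATP read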
Peg3 promoter: Peg3 promoter activity inhibition; hit rate 1.7% among 360,000; inhibition, % at 20 µM; HeLa PEG-Prom luciferase reporter, luminescence, overnight; AID 588405;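 active = inhibition of at least 50% at 20 µM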
MITF TRPM1 inh: MITF TRPM1 promoter inhibition in SK-MEL-5 cells. SK-MEL-5 TRPM1 promoter luciferase, 24 h. hit rate 0.83% among 330,000. inhibition, % at 12.5 µM;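 active = mean inhibition across replicates of 60% or more, whatever share of single replicates reaches that level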; note: values of inactives mirror those of a sister screen read the other way
PDI inh: PDI (human) enzyme inhibition; P07237; PDI insulin aggregation turbidity, A650, 90 min; inhibition, % at 10 µM; hit rate 0.052% among 350,000;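 active = mean inhibition across replicates of 30% or more, whatever share of single replicates reach that level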;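 note: absorbance from insulin aggregation driven by PDI reduction with DTT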
Target sequence (P07237 whole entry, looked up): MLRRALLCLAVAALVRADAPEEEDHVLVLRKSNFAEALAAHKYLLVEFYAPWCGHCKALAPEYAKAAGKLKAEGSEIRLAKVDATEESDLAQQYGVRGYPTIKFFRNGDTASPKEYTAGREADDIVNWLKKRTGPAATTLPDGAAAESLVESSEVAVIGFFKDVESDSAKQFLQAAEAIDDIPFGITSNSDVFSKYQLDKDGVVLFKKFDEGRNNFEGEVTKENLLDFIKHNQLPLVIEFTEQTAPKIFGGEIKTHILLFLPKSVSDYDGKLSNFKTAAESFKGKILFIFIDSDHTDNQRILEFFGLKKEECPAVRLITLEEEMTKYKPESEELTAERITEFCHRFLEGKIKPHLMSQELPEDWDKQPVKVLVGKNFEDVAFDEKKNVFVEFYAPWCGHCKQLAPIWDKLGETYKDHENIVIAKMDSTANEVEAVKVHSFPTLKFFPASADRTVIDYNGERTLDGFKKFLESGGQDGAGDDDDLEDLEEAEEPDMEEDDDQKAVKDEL
CaV13 ICDI inh: Primary screen for inhibitors of IQ motif and Ca2+-dependent inactivation inhibitor domain binding in CACNA1D, Förster resonance energy transfer in living cells, …; HEK cells, CFP/YFP FRET ICDI-IQ, plate reader, 10 min; percent FRET-ratio fall versus neutral wells; inhibition, % at 12.3 µM; hit rate 0.098% among 340,000;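 active = mean replicate inhibition of at least 30% and at least 1% of replicates passing that level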;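 note: 0% = median of the neutral control wells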
NR2E3 ag-1: NR2E3 (human) agonism; hit rate 0.12% among 320,000; GST-NR2E3/biotin-RetCOR TR-FRET, 1536-well; inhibition of corepressor binding, % at 4.78 µM; Q9Y5X4; AID 2300;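 active = percent inhibition above the cutoff of mean plus 3 SD of all tested compounds, set per screening campaign, cut at about 20% in these data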;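 note: 0% = DMSO wells and 100% = biotin wells as full block of FRET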
Target sequence (Q9Y5X4 whole entry, looked up): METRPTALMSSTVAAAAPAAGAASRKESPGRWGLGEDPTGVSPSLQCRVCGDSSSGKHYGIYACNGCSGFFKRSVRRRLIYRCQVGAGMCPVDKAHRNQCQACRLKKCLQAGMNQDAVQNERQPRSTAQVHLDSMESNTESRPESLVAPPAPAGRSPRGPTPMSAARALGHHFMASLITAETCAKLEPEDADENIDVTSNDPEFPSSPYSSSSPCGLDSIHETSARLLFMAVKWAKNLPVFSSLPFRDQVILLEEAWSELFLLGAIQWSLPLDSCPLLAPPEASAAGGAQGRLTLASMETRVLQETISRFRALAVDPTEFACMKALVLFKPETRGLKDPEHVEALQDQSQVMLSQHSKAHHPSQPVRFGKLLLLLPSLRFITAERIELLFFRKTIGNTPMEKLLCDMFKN
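Material – GST-tagged NR2E3 plus biotinylated RetCOR corepressor · Quantity – NR2E3 fusion 1.35 nM · Times – 5 h incubation at 4 °C · Medium – pH 7.5 Tris-based buffer · Technique – TR-FRET, Eu(K)-anti-GST donor, streptavidin-D2 acceptor, ex 340, em 617/671 nm · Benchmarks – high control biotin, low control 0.6% DMSO · Format – 1536-well plates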
NR2E3 ag-2: agonists of human NR2E3 nuclear receptor; Q9Y5X4; CHO-S Gal4-NCOR/VP16-NR2E3 two-hybrid, luciferase; inhibition of corepressor binding, % at 3.98 µM; hit rate 0.35% among 360,000; AID 602229;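 active = inhibition above the mean of all tested compounds plus 3 SD, cut at about 70% in these data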;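 note: 0% = DMSO with NR2E3 transfected cells and 100% = cells lacking NR2E3 construct; higher means lower luciferase signal from less NR2E3 corepressor binding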
HTR2A ag: mouse HTR2A agonism via beta-arrestin recruitment; CHO-K1 mHTR2A beta-arrestin complementation, luminescence; percent of 30 µM serotonin response; activation, % at 7.6 µM; hit rate 0.66% among 360,000;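 active = activation above a run cutoff, the mean activation of all tested compounds plus 3 SD, cut at about 14% in these data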;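 note: 0% = plate median of compound wells and 100% = 30 µM serotonin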
Cardio protect: modulators protecting cardiomyocytes from myocardial damage; H9c2 cardiomyocytes, H2O2 injury protection, ATPLite, 2 h; protection from H2O2 cell death, % at 20 µM; hit rate 0.63% among 360,000;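 active = compounds giving at least 50% protection of heart cells from peroxide-induced death in the single-dose screen, raw or plate-pattern-corrected value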;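 note: 0% = DMSO wells with peroxide and 100% = DMSO wells without peroxide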
Shn3 3UTR inh: inhibitors of Schnurri-3 3'UTR reporter in osteoblasts; Clone20 osteoblast Shn3 3'UTR firefly luciferase, 24 h; inhibition, % at 12.5 µM; hit rate 0.52% among 360,000; AID 588674;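 active = mean inhibition of at least 75% with every replicate also reaching 75%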;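 note: 0% = median of neutral control wells and 100% = pilot-screen positive control compound; some compounds past the cut are filed as inactive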
HIF-2a block: inhibitors of HIF-2a | hit rate 0.72% among 360,000 | AID 624352 | inhibition, % at 18.8 µM | 786-0 RCC cells HIF-2a reporter, luciferase luminescence, overnight;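 active = inhibition of the luminescence signal of 40% or more relative to plate controls, in a single-dose primary screen at 18.75 µM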
Starred values were filed as active, the others as inactive; · = not tested or not shown.

entry	Compound	CaV13 ICDI inh	Shn3 3UTR inh	Peg3 promoter	PDI inh	HIF-2a block	NR2E3 ag-2	Cardio protect	HTR2A ag	NR2E3 ag-1	MITF TRPM1 inh	hiPSC survival
1	Cc1cccc(Nc2nc(N)c([N+](=O)[O-])c(NCCO)n2)c1	-5	-10	28	-2	-15	-4	4	-2	-1	-8	-0.8
2	O=C(OCC(=O)N1CCc2ccccc21)c1c2c(nc3ccccc13)CCCCC2	-9	-2	20	2	-111	-37	31	-4	3	-21	2.0
3	COc1ccc(Oc2ccc3c(C(F)(F)F)cc(C(F)(F)F)nc3n2)cc1	-6	5	-1	-3	7	12	-5	-3	0	-8	-2.1
4	Cn1c(N)c(S(=O)(=O)c2ccc(Br)cc2)c2nc3ccccc3nc21	-7	-2	11	3	17	0	-2	3	9	7	1.5
5	COc1ccc(CCN2CC(C(=O)N(C)C3CCOCC3)CCC2=O)cc1 (stereo not given)	-7	-6	-9	4	0	-9	-4	12	2	-11	0.6
6	COc1ccc(C(=O)NC(=S)Nc2ccc(N3CCCC3)cc2)cc1OC	-10	3	11	-7	6	-24	-13	-6	4	4	1.0
7	Cc1ccc(S(=O)(=O)NCC(C)n2cncn2)cc1 (stereo not given)	-4	-11	-4	-3	11	-32	-2	4	0	-7	-0.5
8	Cc1ccc(NS(=O)(=O)c2ccc(-n3cccn3)cc2)c(C)c1	-7	26	9	-3	13	23	-7	-6	1	7	0.4
9	O=C(NCC1CCCO1)C1CCN(C2CCN(C(=O)C3CCCCC3)CC2)CC1 (stereo not given)	-6	-4	19	-1	12	-29	4	1	3	1	0.0
10	CCOc1ccc(N2CC(C(=O)Nc3ccccc3C(=O)N3CCOCC3)CC2=O)cc1 (stereo not given)	-3	2	8	-18	11	-11	5	-7	0	15	0.1
11	CCn1nc(C)c(Br)c1-c1nc(CS(=O)(=O)c2ccc(F)cc2)no1	-3	1	9	-11	12	-12	4	-3	1	-8	0.1
12	COc1cc(C(O)CO)ccc1O (stereo not given)	-5	-7	-12	3	3	-7	10	-1	2	-3	-0.9
13	Cn1c(=O)c2c(nc(SCc3cccnc3)n2Cc2ccc(F)cc2)n(C)c1=O	-6	46	27	4	9	-9	34	-2	6	-9	-2.6
14	O=C(CSc1nc2ccccc2o1)NC1CCCC1	-7	-20	0	-27	19	-18	-2	-1	-3	9	0.5
15	Cc1ccc(SCC(=O)NC2CCS(=O)(=O)C2)cc1 (stereo not given)	-2	-1	10	8	17	-5	8	0	-5	-20	-1.1
16	Cc1nn(Cc2ccccc2)c(C)c1C(=O)N1CCN(S(=O)(=O)/C=C/c2ccccc2)CC1	-5	5	9	3	18	6	2	6	-2	11	5.9
17	CN(C)CC#CCOC(c1ccccc1)c1ccccc1	-16	9	11	-3	8	-18	2	-7	0	-2	-0.5
18	CN(C(=S)Nc1ccc(Oc2ccccc2)cc1)C1CCCCC1	-3	56	-54	27	-123	-19	-12	-1	1	-6	-2.0
19	Brc1cccc(-c2n[nH]c(-c3ccccc3)n2)c1	-1	-40	-214	2	-207	-142	-18	4	-2	-63	1.8
20	CC(C)Cn1c(CN2CCN(C)C(CCO)C2)nc2ccccc21 (stereo not given)	5	-7	18	-1	17	-19	8	-2	3	·	-0.7
21	CCC1CC(C(=O)Nc2ccccc2)C(=O)O1 (stereo not given)	0	2	-13	6	-1	9	3	-3	4	-6	-0.4
22	Cc1ccc(S(=O)(=O)c2nc(-c3ccccc3Cl)oc2N2CCN(C)CC2)cc1	-5	50	31	12	-6	14	-5	-8	·	-12	1.0
23	Cc1ccc2c(=O)n3c(nc2c1)C(Cc1ccccc1)NC(=O)c1cccnc1-3 (stereo not given)	-3	-20	9	-9	6	9	10	-4	·	·	-1.6
24	COc1ccc(N2CCN(Cc3cc(=O)oc4ccc(C)cc34)CC2)cc1	-8	-18	10	-12	18	1	-3	3	5	5	0.1
25	C=CCN(C(=O)Nc1ccc2oc(C)nc2c1)c1ccccc1	·	4	6	1	4	-7	10	5	1	-7	3.2
26	COC(=O)CSC1=C(C#N)C(c2ccc(Cl)cc2)C(C(=O)OC)C(=O)N1 (stereo not given)	0	-7	15	-2	20	-16	9	2	-1	-7	-0.8
27	CCN1CCCC1CNC(=O)CCc1nnc(CCC2CCCCC2)o1 (stereo not given)	-6	0	4	10	-8	-8	-3	-1	3	-1	2.6
28	CN(C)CCCN(C(=O)c1ccc(N2C(=O)CCC2=O)cc1)c1nc2c(F)cccc2s1	-4	-4	-3	-1	9	0	3	-6	-1	-9	0.1
29	CCOC(=O)C1CCN(C(=O)c2cc(S(=O)(=O)N3CCCCC3)ccc2C)CC1	-7	-176	-269	2	12	28	7	0	-1	2	0.1
30	CC[C@]12c3[nH]c4cc(CCC(=O)N(C)C)ccc4c3CCN1C(=O)[C@@H](CC(=O)NCCCn1ccnc1)C[C@@H]2C(=O)N1CCN(C(=O)C2CC2)CC1	-3	-15	19	-13	3	-22	-5	7	·	-6	-0.4
31	Cc1ccc(C(=O)NNC(=O)CSc2nc(N)cc(N)n2)cc1	-2	1	14	1	15	-14	9	1	-4	-7	0.2
32	CCN1CCN(C(=O)/C=C/c2ccc3c(c2)OCO3)CC1	-7	-11	-16	8	-9	-16	-3	2	1	3	2.8
33	O=C(c1[nH]c(C(F)(F)F)nc1-c1ccccc1)N1CCN(c2cccc(C(F)(F)F)n2)CC1	-6	-32	11	·	14	14	-2	14*	·	·	1.3
34	CCOc1ccc(N(CC(=O)NCC2CCCO2)S(=O)(=O)c2ccc(C)cc2)cc1 (stereo not given)	-3	3	14	-19	8	-19	1	3	4	-2	0.7
35	COc1ccc(NS(=O)(=O)c2cc(NC(=O)c3cc(F)c(F)cc3Cl)ccc2N2CCOCC2)cc1	-3	25	22	14	3	10	-1	-5	·	10	-1.3
36	O=C(Nc1cccc2ccccc12)c1ccc(F)cc1	-16	-8	-135	9	-95	-12	-2	0	2	-19	1.6
37	COc1ccc(-c2c(-c3ccsc3)oc(=O)c3cc(OC)c(OC)cc23)cn1	-7	5	-2	0	3	19	4	9	·	1	-1.4
38	COc1cc(C(=O)c2ccccc2)c(OC)cc1C(=O)Nc1ccc(O)cc1	12	-2	-6	-9	15	-40	0	2	3	1	0.1
39	O=C(c1cc(-c2ccc(F)cc2)no1)N1CCN(Cc2ccc3c(c2)OCO3)CC1	-2	3	8	·	-7	-5	-1	0	1	0	-1.5
40	Cc1cccc(N2CCN(CC(=O)N(C)Cc3ccccc3)CC2C)c1 (stereo not given)	-19	11	13	15	23	0	-1	-5	1	10	-0.2
41	O=C(Nc1ccc(S(=O)(=O)Nc2ncccn2)cc1)c1ccc(Br)cc1	-10	11	10	-6	5	-11	1	-1	·	·	-0.8
42	CCCCNC1c2ccccc2C(=O)N1Cc1ccccc1 (stereo not given)	-2	-1	9	-4	15	14	2	2	0	5	-0.7
43	S=c1[nH]c2cc(Br)cnc2[nH]1	-6	-17	-1	-6	-1	-7	-2	1	-3	1	-0.2
44	Cc1ccc2nc(CSc3nnc(-c4ccncc4)n3C)cc(=O)n2c1	-3	6	3	0	19	-5	7	2	-2	7	0.5
45	CC(C)(C)N1CC(COc2ccccc2)OC1=O (stereo not given)	-4	-4	-32	0	-60	-26	-1	1	3	-14	-0.6
46	Cc1ccc(/C=N/Nc2ncnc3nc[nH]c23)cc1	-5	-126	-258	3	-218	-57	-1	-3	-5	-68	-0.7
47	CC(c1ccccc1)n1cc(C(=O)NCc2ccncc2)nn1 (stereo not given)	-3	-5	7	-2	10	-2	3	-1	1	6	-0.4
48	OC[C@H]1O[C@@H](c2nc(-c3ccc4c(c3)CCO4)no2)[C@H](O)[C@@H](O)[C@H]1O	-14	-25	7	8	10	-24	-2	0	·	·	-2.5
49	COc1ccc(CNC(=O)C2CC(c3cccc([N+](=O)[O-])c3)=NO2)cc1 (stereo not given)	-5	-62	-165	2	-226	-107	3	4	2	-44	4.9
50	Nc1nonc1-c1noc(-c2ccccc2)n1	·	-22	-152	5	-156	-59	-6	1	-3	-34	5.9

(cont.)
entry	Compound	CaV13 ICDI inh	Shn3 3UTR inh	Peg3 promoter	PDI inh	HIF-2a block	NR2E3 ag-2	Cardio protect	HTR2A ag	NR2E3 ag-1	MITF TRPM1 inh	hiPSC survival
51	O=C(c1cccc(Br)c1)N1CCN(C(=O)c2cccc(Br)c2)CC1	-5	11	10	-14	15	-10	7	0	3	8	-0.4
52	COc1ccc(CCC(=O)OC(C)C(=O)c2ccc(C)cc2)cc1 (stereo not given)	-2	-34	0	-5	9	-3	-6	0	1	2	1.2
53	O=C1c2ccccc2C(=O)N1CCOc1ccccc1	·	-44	-196	0	-209	-101	2	2	-1	-65	3.8
54	C=CCSc1nnc(NC(=O)CSCc2c(C)noc2C)s1	-7	6	1	-1	-4	-4	-2	-1	·	-9	3.9

Profiles as entered above. Values in the order: CaV13 ICDI inh	Shn3 3UTR inh	Peg3 promoter	PDI inh	HIF-2a block	NR2E3 ag-2	Cardio protect	HTR2A ag	NR2E3 ag-1	MITF TRPM1 inh	hiPSC survival
Entry for COc1ccc(C(=O)NC(=S)Nc2ccc(N3CCCC3)cc2)cc1OC : -10	3	11	-7	6	-24	-13	-6	4	4	1.0
Entry for O=C(Nc1cccc2ccccc12)c1ccc(F)cc1 : -16	-8	-135	9	-95	-12	-2	0	2	-19	1.6

This is a random part of the collection; any-hit rate near 3.9%.
